# RECQ1 helicase: qHTS Assay for Inhibitors of RecQ-Like Dna Helicase 1 (RECQ1); RECQ1 DNA unwinding, red fluorescence kinetic read; ATP-dependent DNA helicase Q1 (Homo sapiens), P46063; Potency, µM (doses to about 57.3 µM), without a hit: at the highest dose activity, negative = inhibition, actives largely listed as inhibitors; 0.54% of 240,000 active; AID 2549, 2010;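 further: plate controls were vehicle for no effect and no enzyme for full effect; nearly all actives have a fitted effect of over 30% in size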
#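 50 nM RECQ1T1 preincubated 15 min with compound in Tris pH 8.0 buffer with MgCl2, DTT, Tween-20 and 2.5 ug/ml poly(dI-dC); started with 200 nM TAMRA/BHQ-2 forked duplex and 2 mM ATP. Unwinding read as fluorescence (525/598 nm), two reads 2 h apart.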
# L3MBTL1 block: qHTS Assay for the Inhibitors of L3MBTL1 | 0.66% of 230,000 active | Lethal(3)malignant brain tumor-like protein 1 (Homo sapiens), Q9Y468 | AID 485360, 2010 | Potency, µM (highest dose often 57.1 µM), inactives show at the top dose activity, negative = inhibition, most hits filed as inhibitors | AlphaScreen L3MBTL1–H3K9me1 peptide binding; further: nearly all actives have a fitted effect of over 60% in size
# Target sequence (Q9Y468 whole entry, looked up): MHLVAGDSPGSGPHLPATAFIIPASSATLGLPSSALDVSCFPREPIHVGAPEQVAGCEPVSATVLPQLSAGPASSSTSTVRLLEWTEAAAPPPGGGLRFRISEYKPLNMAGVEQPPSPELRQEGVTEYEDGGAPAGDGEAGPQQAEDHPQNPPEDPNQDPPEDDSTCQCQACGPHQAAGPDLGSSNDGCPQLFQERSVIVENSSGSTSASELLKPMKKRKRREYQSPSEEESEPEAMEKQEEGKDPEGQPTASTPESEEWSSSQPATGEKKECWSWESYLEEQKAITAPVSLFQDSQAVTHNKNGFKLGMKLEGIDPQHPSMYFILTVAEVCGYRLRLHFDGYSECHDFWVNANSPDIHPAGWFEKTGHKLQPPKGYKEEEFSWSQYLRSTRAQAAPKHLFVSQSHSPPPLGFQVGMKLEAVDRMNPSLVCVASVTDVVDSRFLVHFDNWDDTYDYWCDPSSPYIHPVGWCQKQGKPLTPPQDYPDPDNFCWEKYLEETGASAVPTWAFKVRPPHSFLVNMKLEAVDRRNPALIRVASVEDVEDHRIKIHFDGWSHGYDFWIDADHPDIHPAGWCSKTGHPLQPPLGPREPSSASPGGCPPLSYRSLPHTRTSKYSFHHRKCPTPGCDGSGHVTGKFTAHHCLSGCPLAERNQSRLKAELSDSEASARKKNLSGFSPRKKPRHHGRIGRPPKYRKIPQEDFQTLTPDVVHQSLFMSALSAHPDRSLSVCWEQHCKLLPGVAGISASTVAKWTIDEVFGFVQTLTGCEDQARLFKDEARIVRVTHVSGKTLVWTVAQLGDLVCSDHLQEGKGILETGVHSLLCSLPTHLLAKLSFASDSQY
#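 First, the protein-peptide complex forms for 30 min at room temperature (L3MBTL1 50 nM, biotinylated H3K9me1 peptide 75 nM). Next, compounds are pin-transferred and incubated 30 min. Finally, AlphaScreen beads are added and read after 30 min.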
# TR SRC2 fluor cs: Total Fluorescence Counterscreen for Inhibitors of the Interaction of Thyroid Hormone Receptor and Steroid Receptor Coregulator 2 | TRb/SRC2 Texas Red total fluorescence interference | Potency, µM (doses to about 106 µM), for inactives: at the highest dose fluorescence change, negative = quenching | 0.29% of 280,000 active; active means well fitted curve in either direction with a large enough effect; inconclusive means small, poorly fitted or top-dose-only effect
#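 Human TRβ ligand-binding domain (0.6 uM) and Texas Red SRC2 peptide (20 nM) in Tris buffer with 1 uM T3 and 5% DMSO were incubated with pinned compound for 5 hr at ambient temperature. Total fluorescence was computed as S + 2P (555/632 nm).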
# Tau fibril ThT: qHTS for Inhibitors of Tau Fibril Formation, Thioflavin T Binding. Microtubule-associated protein tau (Homo sapiens), P10636. Potency, µM (series often up to 57.4 µM), for the others: at the highest dose activity, negative = inhibition, actives largely listed as inhibitors. AID 1460, 2008. recombinant tau K18 P301L, heparin-induced fibrillization, ThT fluorescence. 2.1% of 270,000 active; further: nearly all actives have a fitted effect of over 55% in size
# Target sequence (P10636 561-689 P618L limits assumed): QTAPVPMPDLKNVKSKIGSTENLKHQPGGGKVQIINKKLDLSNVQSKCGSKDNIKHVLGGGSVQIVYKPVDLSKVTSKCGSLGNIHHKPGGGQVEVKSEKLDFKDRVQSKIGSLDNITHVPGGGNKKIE
#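 ThT emission at 510 nm, taken 1 hr after adding 30 uM dye, quantifies aggregates formed when 20 uM heparin acts on human tau K18 P301L for 6 hr at 37 C.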
# Tau fibril FP: qHTS for Inhibitors of Tau Fibril Formation, Fluorescence Polarization. Microtubule-associated protein tau (Homo sapiens), P10636. K18 P301L tau heparin fibrillization, Alexa594 FP, 6 h. Potency, µM (doses to about 57.7 µM), without a hit: at the top dose activity, negative = inhibition, actives largely listed as inhibitors. 0.39% of 280,000 active; further: nearly all actives have a fitted effect of over 55% in size
#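 K18 P301L tau (15 uM unlabeled/0.24 uM Alexa 594-labeled, final) + compound + heparin 20 uM final; 100 mM NaOAc pH 7; 6 hr 37 C; ThT 30 uM final added, 1 hr RT; FP ex 555/em 632 nm.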
# KDM4E inh: qHTS Assay for Inhibitors of Human Jumonji Domain Containing 2E (JMJD2E); 1.6% of 230,000 active; Potency, µM (series often up to 57.1 µM), for the others: at the top dose activity change, negative = inhibition, hits mostly inhibitors; AID 2147, 2009; JMJD2E catalytic domain, FDH-coupled NADH fluorescence (FDH is formaldehyde dehydrogenase); Lysine-specific demethylase 4E (Homo sapiens), B2RXH2; active means well fitted inhibition curve with a large enough effect, not every such curve was filed as active; inconclusive means small, poorly fitted or top-dose-only effect, or another doubt; inactive means no such curve, though single readings can be large or run the other way;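 further: 0% = wells with enzyme and -100% = buffer wells without enzyme; nearly all actives have a fitted effect of over 50% in size; many of its hits are not listed in these tables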
# TRb SRC2 PPI: qHTS for Inhibitors of the Interaction of Thyroid Hormone Receptor and Steroid Receptor Coregulator 2 | TRbeta-SRC2 peptide binding, fluorescence polarization; receptor liganded with 1 µM T3 | Thyroid hormone receptor beta (Homo sapiens), P10828 | Potency, µM (titrated, usually from 106 µM), without a hit: at the top dose activity change, negative = inhibition, actives largely listed as inhibitors | 0.065% of 280,000 active;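 further: plate controls were bound peptide for no effect and peptide without receptor for full effect; nearly all actives have a fitted effect of over 50% in size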
#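 Human TRb LBD (0.6 uM) plus Texas Red-labeled SRC2 peptide (20 nM), 1uM T3, 5% DMSO, 5 hr at ambient temperature. Decreased polarization (555/632 nm) flags inhibition; data normalized to free and bound peptide controls.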
# GoLoco inh red: qHTS Assay for Inhibitors of RGS12 GoLoco Motif Activity (Red Fluorophore). Guanine nucleotide-binding protein G(i) subunit alpha-1 (Homo sapiens), P63096. Gai1:RGS12 GoLoco peptide FP, rhodamine, 10 min. Potency, µM (series often up to 61.6 µM), without a hit: at the top dose activity, negative = inhibition, hits mostly inhibitors. 0.44% of 230,000 active. AID 880, 2007; active means well fitted inhibition curve with a large enough effect, not every such curve was filed as active; inactive means no such curve, though single readings can be large or run the other way; further: nearly all actives have a fitted effect of over 30% in size; many of its hits are not listed in these tables
# Starred values were filed as active, the others as inactive; i = inactive; ? = inconclusive; . = no result given; [ ] = another dose, or the depositor's remark. Unless noted, the call rests on the fitted dose curve; in most records, active means well fitted curve in the direction sought with a large enough effect; inconclusive means small, poorly fitted or top-dose-only effect, or another doubt; inactive means no such curve, though single readings can be large; an effect the other way counts as inactive or inconclusive. Unless noted, on the % scale 0 is the no-effect control and ±100 the full control effect; potency means the concentration at half of the fitted maximal effect. This is a subset; the hit share may differ from the screen's.
1. CCC(C)(C)NC(=O)C(c1ccc(C)cc1)N(Cc1cccnc1)C(=O)c1csnn1 (stereo unspecified)
2. Cc1nn(C)c(N)c1[N+](=O)[O-]
3. COc1ccc(CC(=O)NNC(=O)c2nn(Cc3ccccc3)c(=O)c3ccccc23)cc1OC
4. O=C(N/N=C/CCc1ccccc1)c1ccccc1
5. Cc1ccc(S(=O)(=O)CCC(=O)Nc2ccc(S(=O)(=O)N(C)C)cc2)cc1
6. Cc1ccc(S(=O)(=O)c2nc(NN(C)C)sc2Cl)cc1
7. Cc1cc(NC(=O)c2cc(-c3cccc(Cl)c3)on2)no1
8. Cc1noc(C)c1CSc1nnc(-c2ccncc2)n1-c1ccc(Cl)c(Cl)c1

Screen / compound no.	1	2	3	4	5	6	7	8
RECQ1 helicase	-3%	i	-2%	-8%	i	-9%	i	-14%
L3MBTL1 block	-4%	16%	0%	1%	1%	.	1%	0%
TR SRC2 fluor cs	2%	-8%	0%	-2%	-1%	-2%	1%	0%
Tau fibril ThT	-1%	-4%	-11%	-10%	-1%	1%	-4%	4%
Tau fibril FP	-1%	6%	-6%	0%	4%	0%	3%	1%
KDM4E inh	-2%	5%	0%	-3%	7%	-1%	7%	0%
TRb SRC2 PPI	-15%	1%	-6%	-11%	1%	-3%	-11%	-3%
GoLoco inh red	7%	-4%	4%	6%	-11%	2%	-12%	-3%

9. Cc1cc2ccccc2n1CCNC(=O)COc1ccccc1
10. O=C1CCC2c3ccc4ccccc4c3CCN12 (stereo unspecified)
11. CCN(CC)C(=O)C1CCN(C(=O)c2cnn(-c3ccccc3)c2-n2cccc2)CC1
12. CCc1ccc(NC(=O)CSc2nc3ccccc3c(=O)n2CCCC(=O)N2CCCC2)cc1
13. CCOC(=O)c1ccc(NC(=O)CSC2=NC(=O)C(CC)C(=O)N2)cc1 (stereo unspecified)
14. CCOC(=O)c1cccnc1SCC(=O)Nc1ccc(C)cc1
15. CC1Cc2ccccc2N1CC(=O)NC(=O)NC1CCCCC1 (stereo unspecified)
16. COc1cc(/C=N/NC(=O)c2ccncc2)ccc1OCc1cnc(Cl)s1

Screen / compound no.	9	10	11	12	13	14	15	16
RECQ1 helicase	-7%	1%	.	-5%	-1%	-9%	1%	24%
L3MBTL1 block	-5%	-4%	.	.	-5%	.	-24%	1%
TR SRC2 fluor cs	3%	2%	1%	-2%	-1%	-1%	-6%	0%
Tau fibril ThT	-14%	?	2%	5%	?	0%	-12%	-12%
Tau fibril FP	-2%	12%	-2%	2%	-15%	9%	2%	-9%
KDM4E inh	2%	?	.	10%	4%	0%	9%	298%[activator]
TRb SRC2 PPI	-4%	-3%	4%	1%	-16%	5%	8%	12%
GoLoco inh red	0%	36%[activator]	.	0%	8%	16%	-6%	15%

# Next part; the last two above are carried over.
15. CC1Cc2ccccc2N1CC(=O)NC(=O)NC1CCCCC1 (stereo unspecified)
16. COc1cc(/C=N/NC(=O)c2ccncc2)ccc1OCc1cnc(Cl)s1
17. CCOc1cc(NC(=O)CC(C)C)c(OCC)cc1NC(=O)CCn1nnc2ccccc21
18. CC(=O)N1c2ccc(S(=O)(=O)NCC3CCC(C(=O)Nc4ccccc4C)CC3)cc2CC1C (stereo unspecified)
19. CCOc1cccc(C(=O)N(Cc2ccc(CC)cc2)C2CCS(=O)(=O)C2)c1 (stereo unspecified)
20. O=C(NCCCN1CCCCCC1)c1ccc2c(Cl)c3c(nc2c1)CCCC3
21. Cc1ccc(Nc2cc(=O)[nH]c(=O)[nH]2)c(C)c1
22. CCOc1ccccc1N1CC(C(=O)Nc2cccc(S(=O)(=O)N3CCCCC3)c2)CC1=O (stereo unspecified)
23. O=C(NCCc1ccc(F)cc1)C(=O)NCC(c1cccs1)S(=O)(=O)c1ccccc1 (stereo unspecified)
24. Cc1ncc([N+](=O)[O-])n1CCOC(=O)NC(NCc1ccccc1)C(Cl)(Cl)Cl (stereo unspecified)

Screen / compound no.	15	16	17	18	19	20	21	22	23	24
RECQ1 helicase	1%	24%	12%	.	.	2%	-3%	-2%	.	-2%
L3MBTL1 block	-24%	1%	7%	.	.	.	-8%	-24%	.	-3%
TR SRC2 fluor cs	-6%	0%	-1%	0%	3%	1%	-2%	-4%	0%	-2%
Tau fibril ThT	-12%	-12%	-7%	-1%	-6%	?	-11%	-1%	4%	2%
Tau fibril FP	2%	-9%	3%	4%	-1%	-13%	2%	-1%	-14%	3%
KDM4E inh	9%	298%[activator]	-4%	.	.	4%	-3%	1%	.	4%
TRb SRC2 PPI	8%	12%	-2%	-4%	0%	7%	8%	-11%	1%	-4%
GoLoco inh red	-6%	15%	13%	.	.	9%	31%[activator]	24%	.	5%

# Molecules above that have an aryl methoxy group:
3. COc1ccc(CC(=O)NNC(=O)c2nn(Cc3ccccc3)c(=O)c3ccccc23)cc1OC
16. COc1cc(/C=N/NC(=O)c2ccncc2)ccc1OCc1cnc(Cl)s1

Screen / compound no.	3	16
RECQ1 helicase	-2%	24%
L3MBTL1 block	0%	1%
TR SRC2 fluor cs	0%	0%
Tau fibril ThT	-11%	-12%
Tau fibril FP	-6%	-9%
KDM4E inh	0%	298%[activator]
TRb SRC2 PPI	-6%	12%
GoLoco inh red	4%	15%

# Carrying on:
25. COC(=O)c1cc(N2CCNCC2)nc2ccccc12
26. O=C(NCCCn1ccnc1)/C(=C/c1ccccc1)NC(=O)c1ccccc1
27. CC(=O)Nc1cc2c(cc1Br)OCCO2
28. CCOc1ccc(OCC)c(C2C(C#N)=C(N)N(c3cccnc3)C3=C2C(=O)CC(C)(C)C3)c1 (stereo unspecified)
29. CCc1nnc2c3ccccc3nc(Nc3cc(C)cc(C)c3)n12
30. CCC(=O)N1CCN(c2ccc(Cl)cc2NC(=O)c2ccc3c(c2)OCCO3)CC1
31. CN(C)C(=O)N1CCC(C(=O)NCc2ccc(F)cc2)CC1
32. CC(C)C(=O)N1CCN(c2ccc(NC(=O)COc3ccccc3[N+](=O)[O-])cc2)CC1

Screen / compound no.	25	26	27	28	29	30	31	32
RECQ1 helicase	-1%	4%	-1%	-4%	.	-5%	-1%	i
L3MBTL1 block	.	0%	7%	-9%	.	.	6%	-9%
TR SRC2 fluor cs	-4%	-2%	-3%	-5%	-1%	-3%	4%	0%
Tau fibril ThT	.	12%	-1%	?	-11%	-11%	-8%	?
Tau fibril FP	1%	2%	5%	-11%	-5%	2%	4%	7%
KDM4E inh	?	1%	9%	?	.	3%	-4%	-5%
TRb SRC2 PPI	-5%	6%	-18%	-2%	-7%	-12%	2%	1%
GoLoco inh red	-7%	21%	0%	12%	.	7%	-3%	13%

33. c1cncc(-c2nc(NCC3COc4ccccc4O3)c3ccccc3n2)c1 (stereo unspecified)
34. CC1=C(c2ccc(C)cc2)S(=O)(=O)NC1=NCCCN1CCN(c2ccc(F)cc2)CC1
35. Cc1[nH]c2ccc(-c3nnc(SCC(=O)c4ccc(F)cc4)o3)cc2c1C
36. O=C(CCC(=O)OCC(=O)c1ccc(Cl)cc1)Nc1ccc(Oc2ccccc2)cc1
37. CC(C)CCNC(=O)Nc1cc(C(=O)NCc2cccc(F)c2)ccc1N1CCCC1
38. COc1ccc(-n2c(/C=C/c3cc(OC)c(OC)cc3OC)nc3cc4ccccc4cc3c2=O)cc1Cl
39. CCC(C)N1C(=O)CCC1C(=O)N1CCN(c2ccc(F)cc2)CC1 (stereo unspecified)
40. CC(=O)N1CCN(c2cc(N3CCCC3)c(F)cc2[N+](=O)[O-])CC1

Screen / compound no.	33	34	35	36	37	38	39	40
RECQ1 helicase	0%	.	0%	.	.	.	i	-5%
L3MBTL1 block	.	.	-2%	.	.	.	.	-9%
TR SRC2 fluor cs	-5%	2%	1%	-2%	-1%	-1%	-5%	-1%
Tau fibril ThT	-9%	1%	?	-9%	11%	3%	0%	?
Tau fibril FP	-16%	2%	-1%	-8%	14%	?	-1%	-18%
KDM4E inh	-16%	.	-9%	.	.	.	4%	-6%
TRb SRC2 PPI	-1%	-5%	4%	2%	-1%	4%	-3%	-6%
GoLoco inh red	12%	.	-4%	.	.	.	-8%	11%

41. CCOc1ccc(C2=C/C(=C/c3cccnc3)C(=O)O2)cc1
42. CCOc1ccc(NC(=O)c2oc3ccccc3c2NC(=O)c2ccc(OC)cc2OC)cc1
43. CC1=C(C(=O)N(C)C)C(c2ccc(Cl)c(Cl)c2)NC(=O)N1 (stereo unspecified)
44. CC(=O)c1cc(C#N)c(SCCC(C)C)nc1C
45. CN(C)C(=O)COC(=O)c1cc(Cl)cc(Cl)c1N
46. O=[N+]([O-])c1cc(Cl)ccc1Sc1cccc2cccnc12
47. COc1cccc(NC(=O)C(Cc2ccccc2)NC(=O)C2CCC(C)CC2)c1 (stereo unspecified)
48. COCCNC(=S)NC(=O)CC12CC3CC(CC(C3)C1)C2

Screen / compound no.	41	42	43	44	45	46	47	48
RECQ1 helicase	-2%	.	-4%	i	-20%	-4%	-2%	-2%
L3MBTL1 block	19%	.	1%	-26%[11.4 µM]	.	.	9%	-2%
TR SRC2 fluor cs	-3%	1%	2%	0%	-4%	-2%	1%	-4%
Tau fibril ThT	-19%	-2%	-3%	-9%	-9%	-15%	-13%	-17%
Tau fibril FP	2%	?	-4%	1%	4%	13%	-10%	-7%
KDM4E inh	1%	.	0%	-5%	?	-2%	-9%	4%
TRb SRC2 PPI	-12%	0%	-12%	-21%	-4%	-1%	-1%	3%
GoLoco inh red	3%	.	4%	12%	8%	2%	4%	4%

# Screens as filed in PubChem BioAssay.
